USP2a inhib: blocks human ubiquitin-specific protease USP2a | O75604 | Potency, µM (highest dose often 38.3 µM), for the others: at the top dose activity change, negative = inhibition, hits mostly inhibitors | USP2a enzymatic assay, qHTS inhibition | AID 927 | actives 0.1% (n = 60,000);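 further: potency means the concentration at half of the fitted maximal effect; nearly all actives have a fitted effect of over 60% in size; plate controls were DMSO for no effect and NEM full inhibition control for full effect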
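USP2 core (20nM final) preincubated 30 min RT with compound, then Ub-PLA2 20nM and NBD C6-HPC 20uM final added; buffer 20mM Tris-HCl pH 8.0, 2mM CaCl2. Fluorescence Ex 460/Em 535 read at 0 and 2.5 h; normalized to NEM.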
Epigenetic mod: derepresses silenced GFP locus in mouse C127i cells | Potency, µM (series often up to 46.1 µM), for the others: at the top dose GFP derepression (activation) | actives 0.09% (n = 68,000) | mouse C127i GFP locus derepression, cytometry, 30 h; further: % of control where 0% means no effect
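Derepression screen: silenced CMV-GFP reporter in murine C127i cells, 30 h compound incubation at 37 C, washed cells imaged by laser-scanning cytometer to enumerate GFP-expressing objects of 20 to 120 um.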
15-hLO inh: 15-hLO (ALOX15) enzyme inhibition. P16050. purified 15hLO-1, xylenol orange hydroperoxide absorbance. Potency, µM (top dose mostly 57.1 µM), inactives show top-dose activity change, negative = inhibition, most hits filed as inhibitors. actives 1.4% (n = 74,000). AID 887; further: potency means the concentration at half of the fitted maximal effect; on the % scale 0 is the no-effect control and ±100 the full control effect; nearly all actives have a fitted effect of over 55% in size
Target sequence (P16050 whole entry, looked up): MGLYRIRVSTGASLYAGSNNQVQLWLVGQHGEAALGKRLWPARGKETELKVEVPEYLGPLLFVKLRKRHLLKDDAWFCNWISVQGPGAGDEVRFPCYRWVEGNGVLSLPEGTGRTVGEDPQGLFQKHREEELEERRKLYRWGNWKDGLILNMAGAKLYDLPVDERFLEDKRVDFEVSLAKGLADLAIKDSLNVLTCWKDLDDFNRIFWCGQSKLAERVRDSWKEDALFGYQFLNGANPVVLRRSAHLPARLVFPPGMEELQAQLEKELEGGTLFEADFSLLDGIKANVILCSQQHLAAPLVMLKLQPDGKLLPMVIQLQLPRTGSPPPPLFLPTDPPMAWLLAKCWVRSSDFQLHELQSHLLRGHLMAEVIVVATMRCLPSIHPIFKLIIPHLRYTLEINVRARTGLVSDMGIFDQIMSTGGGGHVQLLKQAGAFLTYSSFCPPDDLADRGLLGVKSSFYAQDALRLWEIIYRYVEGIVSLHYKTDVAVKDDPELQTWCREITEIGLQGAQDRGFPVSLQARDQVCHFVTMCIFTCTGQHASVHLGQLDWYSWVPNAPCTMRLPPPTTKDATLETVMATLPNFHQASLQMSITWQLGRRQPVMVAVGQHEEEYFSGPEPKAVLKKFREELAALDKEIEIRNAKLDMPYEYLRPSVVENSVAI
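40 nM 15hLO-1 + cpd, 15 min RT; start w/ 50 uM AA (final), 6 min RT; stop/detect w/ 200 uM XO + 300 uM Fe(II) in 50 mM H2SO4, 30 min; A573/A405. Buffer 25 mM Hepes pH 7.5, 0.01% Triton X-100. No-enzyme wells as negative control.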
BRCT PPI green: blocks human BRCA1 BRCT binding to phosphopeptide, green readout | Potency, µM (doses to about 76.9 µM), for inactives: at the top dose activity change, negative = inhibition, most hits filed as inhibitors | AID 875 | actives 0.05% (n = 75,000) | BRCA1 BRCT-phosphopeptide binding, green fluorescence polarization | P38398;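 further: potency means the concentration at half of the fitted maximal effect; plate controls were peptide without protein for full effect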
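Compounds were incubated for 12 min at room temperature with a complex of 100 nM fluorescein-tagged pBACH1 decapeptide and 250 nM His-tagged BRCT protein. Buffer was phosphate pH 7.3 with EDTA, DTT and Tween 20. Disruption of binding lowers the polarization signal.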
Ub-GFP proteasome: proteasome inhibitors stabilizing ubiquitin-GFP reporter; Ubiquitin-GFP reporter cells, proteasome inhibition, GFP fluorescence; response scale: untreated = 0%, 10 µM MG-132 = 100%; Potency, µM (series often up to 45.9 µM), without a hit: top-dose activation (GFP accumulation), most hits filed as activators; 67,000 tested, under 10 active; active means well fitted activation curve with a large enough effect, not every such curve was filed as active; inconclusive means small, poorly fitted or top-dose-only effect, or another doubt; inactive means no such curve, though single readings can be large or run the other way; further: potency means the concentration at half of the fitted maximal effect
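Reporter cells (U2OS, ubiquitin-G76V-GFP fusion) are plated overnight, then treated 4 hr at 37 °C with compound titrations from 46 uM down to 2.9 nM. Activity is scaled against untreated cells and 10 uM MG-132.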
BRCT inh red: BRCT-phosphoprotein interaction inhibition (red fluorophore); P38398; BRCT-phosphopeptide binding, red fluorescence polarization; Potency, µM (top dose mostly 76.9 µM), for the others: top-dose activity change, negative = inhibition, actives largely listed as inhibitors; actives 0.03% (n = 75,000); further: on the % scale 0 is the no-effect control and ±100 the full control effect
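Fluorescence polarization: 100 nM His-tagged BRCA1 BRCT with 100 nM TAMRA-labelled phospho-BACH1 decapeptide, phosphate buffer pH 7.3 with 150 mM NaCl, DTT, 0.01% Tween 20; 12 min RT. Binding inhibition seen as FP decrease.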
HBB splice mod: modulators of hemoglobin beta chain splicing | actives 0.06% (n = 65,000) | HBB splicing reporter cell assay, activation; EGFP reporter with mutant IVS2-654 intron; response scale: normalised to 500 nM splice-correcting PNA | Potency, µM (series often up to 46.1 µM), inactives show at the highest dose activation, hits mostly activators; further: potency means the concentration at half of the fitted maximal effect; 0% is about no effect
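Compounds were applied for 2 days to HeLa EGFP-654 cells, 500/well in Optimem with 2% FCS. The reporter's EGFP is disrupted by mis-splicing of beta-globin intron IVS2-654. Readout: summed well GFP fluorescence from 488 nm laser scanning; reference was 500 nM antisense […] 654 PNA.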
CRE-bla Fsk: modulators of forskolin-stimulated CRE signaling in CHO cells; CHO CRE-bla reporter (cAMP response element driving beta-lactamase), forskolin EC10, beta-lactamase ratio; Potency, µM (series often up to 38.2 µM), for inactives: at the highest dose activity change, negative = inhibition, hits mostly activators; actives 2.5% (n = 71,000); active means well fitted activation curve with a large enough effect in the signal ratio, with a control signal flat, not every such curve was filed as active; inconclusive means small, poorly fitted or top-dose-only effect, or effect the other way, or a change in a side signal; the % refers to the signal ratio; further: potency means the concentration at half of the fitted maximal effect; % of control where 0% means no effect
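AC50 values, positive or negative, reflect shifts in EC10 NKH 477-induced CRE-bla reporter activity in CHO cells. Incubation lasted 3 h at 37 °C before CCF4 substrate (2 h, room temperature) and ratiometric 460/530 nm reading.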
Hsp90 Hop PPI: changes Hsp90-Hop TPR2A binding signal, up or down; AlphaScreen TPR2A-His6 binding biotin-Hsp90 C-terminal peptide; Potency, µM (doses to about 57 µM), inactives show at the top dose activity change, negative = inhibition; actives 0.44% (n = 71,000); AID 595; active means well fitted curve in either direction with a large enough effect; inconclusive means small, poorly fitted or top-dose-only effect, or another doubt; further: potency means the concentration at half of the fitted maximal effect; on the % scale 0 is the no-effect control and ±100 the full control effect; many of its hits are not listed in these tables
HADH2 inh: blocks human hydroxyacyl-CoA dehydrogenase type II; actives 3.4% (n = 73,000); recombinant HADH2, NADH fluorescence, beta-hydroxybutyryl-CoA; Potency, µM (top dose mostly 57.1 µM), for inactives: top-dose activity change, negative = inhibition, hits mostly inhibitors; further: potency means the concentration at half of the fitted maximal effect; on the % scale 0 is the no-effect control and ±100 the full control effect; nearly all actives have a fitted effect of over 60% in size; many of its hits are not listed in these tables
Target sequence (Q99714 whole entry, looked up, one chain of several): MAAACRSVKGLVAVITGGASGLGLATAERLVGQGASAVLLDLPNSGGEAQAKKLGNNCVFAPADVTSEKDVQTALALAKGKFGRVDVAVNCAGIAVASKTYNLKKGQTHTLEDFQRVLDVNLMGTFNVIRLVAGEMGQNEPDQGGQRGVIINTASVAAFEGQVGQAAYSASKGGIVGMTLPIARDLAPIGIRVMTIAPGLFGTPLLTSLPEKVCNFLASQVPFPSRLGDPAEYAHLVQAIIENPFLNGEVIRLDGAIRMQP
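20 nM HADH2 + cpd, 15 min RT; add 1 mM NAD+/90 uM beta-hydroxybutyryl-CoA; kinetic fluorescence 360/450 nm, 4 min. Tris-HCl pH 9.0, 0.01% Tween-20.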
Pol III holo inh: inhibitors of bacterial DNA polymerase III holoenzyme | reconstituted DNA polymerase III holoenzyme replication, biochemical | Potency, µM (titrated, usually from 57.1 µM), inactives show at the top dose activity change, negative = inhibition | actives 0.25% (n = 71,000) | AID 603; further: potency means the concentration at half of the fitted maximal effect; on the % scale 0 is the no-effect control and ±100 the full control effect
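Reconstituted *E. coli* holoenzyme (0.35 nM Pol III, 1 nM beta, 154 nM SSB, 2 nM primase) was preincubated with compound for 15 min at RT. Synthesis on 1.4 nM ssM13Gori ran 35 min, then was stopped with PicoGreen/EDTA and read as dsDNA fluorescence.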
Active calls of the source: *; ? = inconclusive; . = not tested or not shown; [ ] = dose if it differs, or a comment. Unless noted, the call rests on the fitted dose curve; in most records, active means well fitted curve in the direction sought with a large enough effect; inconclusive means small, poorly fitted or top-dose-only effect, or another doubt; inactive means no such curve, though single readings can be large; an effect the other way counts as inactive or inconclusive.

SMILES	USP2a inhib	Epigenetic mod	15-hLO inh	BRCT PPI green	Ub-GFP proteasome	BRCT inh red	HBB splice mod	CRE-bla Fsk	Hsp90 Hop PPI	HADH2 inh	Pol III holo inh
Cc1ccc2nsnc2c1S(=O)(=O)N1CCCC1	0.1%	2.8%	2.2%	-0.5%	2.0%	-2.6%	0.3%[57.5 µM]	2.3%	-0.9%	4.1%	0.5%
COc1ccc(C2CC(c3ccc(Cl)cc3Cl)n3nc(N)nc3N2)cc1 (configuration not stated)	.	.	5.6%	-3.4%	11.4%	-0.5%	-0.8%	-5.7%	-6.9%[2.3 µM]	-7.1%	-9.1%
CCC/C=C(\CCC)C(NS(=O)(=O)c1cccs1)c1ccc(C(=O)OC)cc1 (configuration not stated)	.	.	.	-2.0%	.	1.0%	0.7%	-1.9%	?	-4.5%	-10.1%
O=C1c2ccccc2C(=O)N1CCc1nn[nH]n1	-6.1%	0.0%	-6.6%	-6.5%	-1.0%	-3.5%	-0.8%	-9.0%	?	-1.3%	-7.8%
O=C1CCCN1CN(C(=O)c1ccc2c(c1)OCO2)c1ccc(F)cc1	13.9%	-2.6%	16.9%	-1.4%	-1.0%	0.5%	5.7%	?	-4.8%	1.9%	-5.3%
O=C(CSc1nnc(Cc2cc(=O)[nH]c(=O)[nH]2)n1-c1ccc(F)cc1)NC1CCCC1	.	.	0.7%	-8.7%	-2.9%	-1.6%	-1.5%	-4.5%	-2.7%[2.3 µM]	6.6%	-2.4%
CCCCOc1cccc(OCCCC)c1C(=O)Nc1cc(C)on1	-5.0%	2.6%	-16.9%	-2.2%	-2.6%	-0.4%	0.0%	?	9.0%	0.9%	-0.3%
O=C(O)c1c[nH]c2cc(OCc3ccccc3)ccc2c1=O	.	6.9%[9.22 µM]	-28.2%[11.4 µM]	-0.1%[15.4 µM]	-6.7%[9.17 µM]	-2.6%[15.4 µM]	4.1%[9.22 µM]	-4.6%[7.6 µM]	-7.6%[11 µM]	12.7%[11.4 µM]	-11.0%[11.4 µM]
Cc1noc(C)c1C(=O)OCC(=O)c1cc(C)n(Cc2ccccc2Cl)c1C	-7.4%	1.1%	2.9%	0.4%	0.0%	1.8%	-0.2%	12.9%	8.5%	15.0%	-0.7%
O=C1CCNc2cc3ccccc3cc21	29.9%	0.8%	?	-2.4%	-2.7%	-1.5%	-1.5%	-12.0%	-21.4%	?	-15.9%
CCCc1cc(C(=O)Nc2sc3c(c2C#N)CCC3)no1	.	.	-6.2%	-1.8%	-5.7%	-2.1%	-1.6%	?	-3.9%[2.3 µM]	15.8µM*	-0.9%
CC1=CC(C)(C)C(C(=O)O)C(C(=O)O)C1 (configuration not stated)	-12.9%	-3.2%	11.6%	-1.0%	7.7%	-1.2%	-1.8%	-8.2%	0.6%	0.7%	1.6%
COc1cccc(OC(=O)CSc2nnc(-c3ccccc3Br)o2)c1	.	-2.4%	-7.8%	-0.6%	0.0%	-0.9%	-0.2%[57.5 µM]	?	-0.9%	?	0.1%
COC(=O)CCCCCN1C(=O)NC(c2ccc(-c3ccccc3)cc2)C(C(=O)OCc2ccccc2)=C1C (configuration not stated)	.	.	0.2%	-0.4%	.	0.6%	-0.9%	-4.4%	0.2%	3.8%	-2.7%
Cc1cc2oc(=O)cc(C)c2cc1NC(=O)CCC(=O)O	-6.5%	-3.9%	-0.1%	1.8%	-2.6%	-0.1%	0.2%	7.1%	1.7%	25.1µM*	3.1%
C[C@]12CCC3c4ccc(O)cc4CCC3[C@@H]1CCC2=O (some centres not stated)	12.9%[17.1 µM]	0.0%[20.6 µM]	-0.9%[25.6 µM]	-1.1%[34.4 µM]	-6.3%[20.5 µM]	-1.3%[34.4 µM]	-1.4%[20.6 µM]	?	-2.4%[26 µM]	?	-7.0%[25.6 µM]
c1cncc(CNc2ncncc2-c2ccc3c(c2)OCO3)c1	-22.2%	-2.3%[9.22 µM]	-23.6%	-1.1%	-2.9%	-0.5%	1.8%	1.1%	-3.8%	10µM*	-5.2%
COc1ccc(CCn2c(N3CCN(C)CC3)nc3c2c(=O)[nH]c(=O)n3C)cc1	1.9%	-2.6%	-2.0%	0.3%	3.3%	-0.6%	1.2%	2.5%	2.9%	12.0%	-7.8%
Cc1cccc(NC(=O)CN(C)S(=O)(=O)c2cccc3cccnc23)c1	.	.	-2.3%	-0.8%	2.9%	-1.4%	-0.6%	-12.8%	-3.3%[2.3 µM]	1.0%	-0.2%
Cc1ccc(N2CC(C(=O)Nc3ccc(S(=O)(=O)N4CCCC4)cc3)CC2=O)cc1 (configuration not stated)	38.2%[activator]	0.0%	-9.8%	0.3%	1.1%	0.2%	-0.7%	-15.8%	-2.6%	-2.7%	1.0%
Cc1cccc(NCC(O)Cn2cnc3c2c(=O)n(C)c(=O)n3C)c1 (configuration not stated)	8.0%	-2.7%	3.3%	-2.2%	0.2%	0.7%	-0.5%	2.9%	-6.1%	2.6%	-2.1%
CCC(=O)NC(c1ccccc1)c1nc2ccccc2[nH]1 (configuration not stated)	-12.6%	2.3%	-2.7%	-1.9%	-9.7%	-0.3%	2.3%	5.6%	-3.2%	5.6%	-5.8%
CCC(C)Sc1nnc(Cc2cc(=O)[nH]c(=O)[nH]2)n1-c1ccc(F)cc1 (configuration not stated)	.	.	-3.9%	-0.1%	10.2%	-1.3%	-0.4%	1.1%	-3.7%[2.3 µM]	-1.9%	-4.1%
Cc1ccc(-c2nnc(N3CCN(S(C)(=O)=O)CC3)c3ccccc23)cc1	16.0%	2.7%	4.1%	2.2%	0.4%	0.9%	-0.5%	12.2%	-4.7%	?	-1.4%
CC(C)(C)NC(=O)CSc1nnnn1C(C)(C)C	-6.9%	2.0%	5.6%	-0.1%	6.8%	-1.1%	0.1%	-2.7%	0.9%	0.7%	-1.1%
COc1cc(C(=O)NCCC2=CCCCC2)cc(OC)c1OC	9.9%[7.66 µM]	-1.5%	-19.3%[11.4 µM]	-1.2%	1.2%[9.17 µM]	-0.7%	2.0%[0.0738 µM]	?	-5.2%[11 µM]	8.2%[11.4 µM]	-0.7%[11.4 µM]
O=C(COc1nc2ccccc2nc1N1CCOCC1)N1CCc2ccccc21	2.1%	-1.3%	8.2%	-0.5%	1.6%	-2.0%	0.7%[57.5 µM]	1.0%	0.9%	81.8%[activator]	1.1%
COC(=O)c1cc(-c2c(C)oc3cc(O)ccc3c2=O)c(C)o1	-0.5%	2.7%	-20.5%	2.8%	-4.0%	-0.4%	0.0%[57.5 µM]	8.6%	-0.4%	31.6µM*	-7.7%
N#CC1=C(N)Oc2c(oc(CO)cc2=O)C1c1cccs1 (configuration not stated)	-0.4%	-2.5%	-26.6%	-0.8%	-4.0%	0.5%	.	?	3.2%	?	-6.1%
NC(=O)c1nsc(C(=O)N(CC(=O)NCc2ccc3c(c2)OCO3)C2CCCCC2)c1N	.	-2.3%	-0.8%	-2.3%	1.6%	0.7%	-0.5%[57.5 µM]	-7.9%	-0.1%	-2.0%	-4.5%
O=C(Nc1ccc(Cl)cc1)NC1CCCC1Cc1ccco1 (configuration not stated)	18.3%	0.0%	?	0.2%	-0.9%	-0.3%	-2.7%[57.5 µM]	-11.0%	9.0%	-8.6%	-3.8%
COc1ccccc1NC(=O)N1CCCC1C(=O)Nc1ccc(NC(C)=O)cc1 (configuration not stated)	-2.6%	1.6%	6.1%	0.2%	-3.6%	0.0%	.	4.0%	1.0%	16.2%	-3.5%
CC(=O)N(CC(C)(C)CC=C(C)C)c1ccccc1	2.0%	0.0%	-20.1%	0.0%	2.1%	-0.7%	4.4%	1.6%	1.2%	7.5%	-2.6%
COc1ccc(OCCCC(=O)Nc2nnc(C3CCCO3)s2)cc1 (configuration not stated)	20.5%	0.0%	0.5%	0.4%	1.3%	-1.6%	.	3.2%	-7.4%	-18.1%	-6.6%

Bioassay records as filed in PubChem BioAssay.

Some of the compounds tested; rates above refer to the full screens.
